Bioassay records from PubChem.
Chronic BCR inh – inhibitors of chronic active B-cell receptor signaling. ABC-DLBCL IkBa-CBG/CBR reporter, luminescence ratio, 4 h. Potency, µM (titrated, usually from 46.1 µM), for inactives: at the highest dose ratio change, negative = lower green/red ratio, most hits filed as inhibitors. 340,000 tested, 0.05% active. AID 493014; active = well fitted inhibition curve with a large enough effect in the signal ratio, with a control signal flat, not every such curve was filed as active; inconclusive = small, poorly fitted or top-dose-only effect, or effect the other way, or a change in a side signal; the % refers to the signal ratio;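 also: potency is read from the fitted curve at half-maximal effect; plate controls were basal doxycycline-induced cells for no effect and cells given 10 µM MG132 for full effect; MG132 reads +100%, hits lower the ratio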
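Doxycycline induced both beetle luciferases in TMD8 lymphoma cells; IKK-driven degradation limits the IkappaBalpha-fused green signal, while red luminescence normalises for cell number and nonspecific effects. Compounds tested up to 46 uM, 4 hrs.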
uPA surface inh – cell surface uPA generation inhibition. cell surface uPA generation assay, qHTS. Potency, µM (highest dose often 38.3 µM), without a hit: top-dose activity change, negative = inhibition, hits mostly inhibitors. 330,000 tested, 0.31% active; active = well fitted inhibition curve with a large enough effect; inconclusive = small, poorly fitted or top-dose-only effect; inactive = no such curve, though single readings can be large or run the other way; tested in mouse RAW 264.7 cells; also: potency is read from the fitted curve at half-maximal effect; % is scaled to controls: 0 for no effect and ±100 for the full control effect; nearly all actives have a fitted effect of over 55% in size
Tb PFK block – T. brucei PFK enzyme inhibition; O15648; T. brucei PFK, ADP-Glo luminescence; Potency, µM (series often up to 57.5 µM), without a hit: top-dose activity, negative = inhibition, usual class: inhibitors; 330,000 tested, 0.17% active;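 also: potency is read from the fitted curve at half-maximal effect; 0% = uninhibited 1x PFK enzyme wells and -100% = no-enzyme wells; nearly all actives have a fitted effect of over 60% in size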
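PFK 1.25 nM, F6P 0.5 mM, ATP 0.1 mM, 0.1 M TEA pH 8.0, 5 mM MgCl2, 0.01% Tween20, 0.1% BSA; 45 min RT. ADP-Glo readout. qHTS titration up to 57 uM; curves fitted, compounds curve-classed.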
TCR act – T cell receptor activation | primary human leukocytes, anti-CD3, IL-2 HTRF, 48 h | Potency, µM (titrated, usually from 9.22 µM), inactives show top-dose activation of IL-2 secretion, actives largely listed as activators | 330,000 tested, under 10 active | AID 504894; also: % of control where 0% means no effect
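IL-2 produced over 48 hr by a-CD3 bead-stimulated primary human leukocytes exposed to compounds was detected with a homogeneous time-resolved FRET immunoassay, 665nm acceptor signal after 320nm excitation.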
Mito fusion act – blocks mitochondrial division or promotes mitochondrial fusion; S. cerevisiae fusion-defective mutant growth rescue, CellTiterGlo 48 h; Potency, µM (doses to about 46.1 µM), for the others: top-dose growth rescue (activation), actives largely listed as activators; 320,000 tested, 0.23% active;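 also: potency is read from the fitted curve at half-maximal effect; % of control where 0% means no effect; nearly all actives have a fitted effect of over 45% in size; temperature-sensitive fusion mutants such as fzo1-1 at 37 °C on non-fermentable ethanol glycerol medium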
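S. cerevisiae fusion-defective temperature-sensitive mutants (e.g. fzo1-1, mgm1-5) grown 48 h at 37C in YPEG (ethanol/glycerol non-fermentable) medium with 23 nl compound per well; growth rescue read as CellTiterGlo luminescence.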
TSHR antagonist – blocks TSH signaling through the human TSH receptor; P16473; TSHR-expressing cells, TSH-stimulated cAMP HTRF, 2 h; hits give low values; AID 504810; activity change, negative = inhibition, % at 11.5 µM; 330,000 tested, 0.2% active;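 active = activity change below a set negative limit, meaning inhibition stronger than a set level, cut at about -70% in these data; inconclusive = activity change between two set negative limits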; also: % is scaled to controls: 0 for no effect and ±100 for the full control effect
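Cell-based HTRF cAMP assay; TSHR cells + compound, TSH EC80 (4nM final), 2 h, 37 deg C. Lysis with anti-cAMP cryptate and cAMP-d2, 30 min RT, read 665/620 nm.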
B2AR arrestin – agonists driving beta-arrestin recruitment to human beta2-adrenergic receptor; P07550; beta-arrestin recruitment to beta2AR, cell-based reporter; Potency, µM (series often up to 46.1 µM), for the others: at the highest dose activation, hits mostly activators; 330,000 tested, 0.02% active; AID 492947;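 also: potency is read from the fitted curve at half-maximal effect; 0% = DMSO controls and full agonism = EC100 isoproterenol or metaproterenol; nearly all actives have a fitted effect of over 65% in size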
ELG1 repair inh – inhibitors of ELG1-dependent DNA repair in HEK293T cells | HEK293T ELG1-luciferase reporter, luminescence, 16 h; DNA damage induced by 5-fluorouridine | Potency, µM (titrated, usually from 46.1 µM), for the others: top-dose activity change, negative = inhibition, hits mostly inhibitors | 330,000 tested, 2.3% active; also: potency is read from the fitted curve at half-maximal effect; % is scaled to controls: 0 for no effect and ±100 for the full control effect; nearly all actives have a fitted effect of over 55% in size
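Overnight (16 hr) co-exposure of 2,000 cells/well to 5-fluorouridine and compound at 37 °C preceded detection. Luciferase was quantified via ONE-Glo luminescence; loss of signal denotes inhibition.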
PTAP TSG101 blk – blocks PTAP/TSG101 interaction to inhibit HIV-1 budding; Q99816; Potency, µM (top dose mostly 115 µM), inactives show at the highest dose activity change, negative = inhibition, actives largely listed as inhibitors; 340,000 tested, under 10 active; AID 493005; Fluorescence polarization, FITC-PTAP peptide / Tsg101 binding; active = well fitted inhibition curve with a large enough effect in the main read-out, with a control signal flat, not every such curve was filed as active; inconclusive = small, poorly fitted or top-dose-only effect, or effect the other way, or a change in a side signal; inactive = no such curve, though single readings can be large or run the other way; also: potency is read from the fitted curve at half-maximal effect; % of control where 0% means no effect
Target sequence (Q99816 whole entry, looked up): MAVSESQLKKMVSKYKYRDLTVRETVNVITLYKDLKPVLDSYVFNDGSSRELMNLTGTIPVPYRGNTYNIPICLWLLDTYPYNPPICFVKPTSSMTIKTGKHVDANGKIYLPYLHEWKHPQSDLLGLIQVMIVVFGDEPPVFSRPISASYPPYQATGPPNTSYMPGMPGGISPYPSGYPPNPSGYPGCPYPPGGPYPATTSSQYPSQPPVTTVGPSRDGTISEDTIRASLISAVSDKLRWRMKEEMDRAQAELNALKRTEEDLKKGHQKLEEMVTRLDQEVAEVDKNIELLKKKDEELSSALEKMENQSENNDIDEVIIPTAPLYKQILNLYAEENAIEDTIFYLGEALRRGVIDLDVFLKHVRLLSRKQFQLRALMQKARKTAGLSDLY
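Fluorescence anisotropy tracks displacement of a FITC-tagged PTAP peptide (50 nM) from the Tsg101 binding domain (10 uM), following a 20 min room-temperature incubation at pH 7.5.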
Eya2 phos inh – blocks the phosphatase activity of human Eya2 | O00167 | recombinant Eya2, OMFP fluorescence dephosphorylation (OMFP is methylfluorescein phosphate) | Potency, µM (top dose mostly 76.9 µM), for the others: top-dose activity, negative = inhibition, most hits filed as inhibitors | 330,000 tested, 0.006% active; also: potency is read from the fitted curve at half-maximal effect; % is scaled to controls: 0 for no effect and ±100 for the full control effect
Target sequence (O00167 whole entry, looked up): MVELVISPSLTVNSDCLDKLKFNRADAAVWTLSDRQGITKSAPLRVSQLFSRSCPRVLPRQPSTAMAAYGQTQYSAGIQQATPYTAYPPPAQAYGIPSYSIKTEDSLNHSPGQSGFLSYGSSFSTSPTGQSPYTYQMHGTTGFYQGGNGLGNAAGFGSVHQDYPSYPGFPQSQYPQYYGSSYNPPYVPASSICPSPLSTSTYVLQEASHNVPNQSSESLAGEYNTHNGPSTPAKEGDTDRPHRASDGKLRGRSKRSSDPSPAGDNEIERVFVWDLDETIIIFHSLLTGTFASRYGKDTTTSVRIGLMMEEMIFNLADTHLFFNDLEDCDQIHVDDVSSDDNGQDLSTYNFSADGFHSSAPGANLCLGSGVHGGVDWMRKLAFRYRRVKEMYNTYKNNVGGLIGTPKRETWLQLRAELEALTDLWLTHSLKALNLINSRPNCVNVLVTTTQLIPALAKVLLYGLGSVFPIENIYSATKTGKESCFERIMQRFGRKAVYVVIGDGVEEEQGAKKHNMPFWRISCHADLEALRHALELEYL
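Eya2 protein (added as 0.2 uM solution) was preincubated with compound for 10 min at ambient temperature in 50 mM HEPES pH 7.5, 50 mM NaCl, 5 uM MgCl2, 0.05% BSA, 1 mM DTT. OMFP (added at 50 uM) then reacted 10 min; fluorescence read at 485/525 nm.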
USP2a inh – blocks human ubiquitin-specific protease USP2a. O75604. USP2 core, Ub-CHOP2 coupled fluorogenic reporter, 485/531. Potency, µM (doses to about 38.3 µM), for inactives: top-dose activity change, negative = inhibition, most hits filed as inhibitors. 330,000 tested, 0.01% active;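 also: potency is read from the fitted curve at half-maximal effect; plate controls were DMSO wells for no effect and full inhibition by NEM control for full effect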
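Deubiquitinase activity read as fluorescence (485/531 nm) after Ub-CHOP2 cleavage activates the enterokinase reporter on its substrate; USP2 core 10nM, Ub-CHOP2 and substrate 25nM each, 30min compound preincubation then 60min RT; data normalized to NEM, curves fitted.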
Starred values were filed as active, the others as inactive; ? = inconclusive; nt = not tested or not shown; & = joins results of further samples; [ ] = another dose, or the depositor's remark. Unless noted, calls follow the shape of the dose curve; as a rule, active = well fitted curve in the direction sought with a large enough effect; inconclusive = small, poorly fitted or top-dose-only effect, or another doubt; inactive = no such curve, though single readings can be large; an effect the other way counts as inactive or inconclusive.

SMILES | Chronic BCR inh | uPA surface inh | Tb PFK block | TCR act | Mito fusion act | TSHR antagonist | B2AR arrestin | ELG1 repair inh | PTAP TSG101 blk | Eya2 phos inh | USP2a inh
CCOC(=O)c1ccc(S(=O)(=O)NCC(C)(C)N2CCOCC2)cc1 | 2% | 5% | -9% | 0% | 4% | -3 | 0.0% | 3% | -5% | -1% | 3%
O=C(COc1ccc(Cl)cc1)NCCc1ccccn1 | ? | -2% | -4% | -4% | 12% | -6 | 0.0% | 13% | 0% | 12% | -1%
COc1ccc(S(=O)(=O)Nc2ccc3c(c2)C(=O)N([C@H](C)CO)C[C@H](C)[C@@H](CN(C)S(C)(=O)=O)O3)cc1 | ? | -2% | -1% | -7% | nt | 14 | -0.8% | ? | 1% | 7% | 0%
CCCn1nc(C(=O)N2CCN(S(=O)(=O)c3ccc(C)c(C)c3)CC2)c2ccccc2c1=O | 0% | -17% | 13% | 8% | 16% | -7 | -0.7% | 23µM* | -1% | -11% | 1%
O=C(NCCCCc1ccccc1)c1cccc(Br)c1 | ? | 4% | -2% | 2% | -1% | -6 | 0.0% | -4% | -1% | -18% | 2%
CCOC(=O)N1CCN(C(=O)CN(c2cc(C(F)(F)F)ccc2Cl)S(C)(=O)=O)CC1 | 1% | 7% | 2% | 8% | 4% | -3 | 0.6% | -3% | -2% | -7% | -2%
CC(C)C(C)(C#N)NC(=O)CSc1nc2scc(-c3ccco3)c2c(=O)n1-c1ccccc1 (configuration not stated) | ? | 7% | -1% | -3% | 4% | -1 | 0.0% | ? | -2% | -7% | -14%
N#CCCN(Cc1cccnc1)C(=O)c1ccc(S(=O)(=O)N2CCOCC2)cc1 | 0% | 4% | -6% | -1% | 2% | 16 | -0.4% | 8% | -4% | 20% | 0%
CCOc1ccc(NC(=O)CN(C)C(=O)C2CC2C)cc1OCC (configuration not stated) | 0% | 3% | -3% | -2% | -5% | 9 | 0.4% | 18% | -1% | -21% | -1%
O=C(NC1=NCCS1)c1ccc(N2CCCC2=O)cc1 | 1% | 1% | -1% | nt | 6% | 7 | 0.1% | ? | 1% | -18% | 3%
COc1ccccc1NC(=O)COC(=O)COc1cccc2c1OC(C)(C)C2 | -10% | 3% | 0% | -1% | 1% | -6 | -0.1% | 7% | -9% | 3% | -1%
COc1ccc(N=Nc2c(N)n[nH]c2N)cc1 | ? | -6% | 3% | 11% | 1% | 11 | -0.8% | ? | 1% | -9% | 3%
COc1cc(Cl)c(C)cc1NC(=O)c1ccc2c(c1)OCO2 | 3% | 14% | 0% | 3% | 2% | 18 | -0.1% | ? | -1% | -3% | 0%
c1ccc(-n2ncc3c(NCc4ccccn4)ncnc32)cc1 | ? | nt | -10% | 8% | 2% | -6 | -1.4% | ? | -10% | 3% | 2%
Cc1oc(C)c2c(=O)ccc3c(c12)OC(N)=C(C#N)C3c1ccccc1 (configuration not stated) | 4% | -7% | -4% | -5% | -6% | 14 | 0.0% | -12% | 1% | -31% | 3%
O=c1[nH]c2ccc(S(=O)(=O)N3CCN(c4ccccc4F)CC3)cc2s1 | -2% | -3% | -17% | -5% | ? | -19 | -0.2% | ? | -4% | 4% | 4%
CCOC(=O)C1=C(C)N(c2ccc(Cl)cc2)C(=O)NC1c1cccc([N+](=O)[O-])c1 (configuration not stated) | 1% | -4% | -3% | -5%[46.1 µM] | ? | -3 | 2.5% | ? | -3% | -4% | -1%
COCCCn1c(SC(C)C(=O)Nc2c(C)n(C)n(-c3ccccc3)c2=O)n[nH]c1=O (configuration not stated) | -12% | 19% | 1% | -1% | 4% | 7 | -0.4% | -4% | 0% | 6% | 0%
C#CCN(C)Cc1ccccc1 | 3% | 16% | -6% | 5% | -5%&-3% | -12&-14 | -0.8% | 0% | -4% | -2%&3% | -3%
O=C(CCS(=O)(=O)c1cccc2nonc12)Nc1ccc(Br)cc1 | -2%&-1% | -11% | 2% | -8% | 5% | -7 | -1.0% | 0% | -4% | 10% | -2%
O=C(Nc1ccc(F)cc1F)N1CCCN(c2ccc(C(F)(F)F)cn2)CC1 | -4% | 14% | 0% | -23% | -4% | -11 | -0.6% | ? | -4% | -6% | 2%
COc1cccc(-c2cccc(NC(=O)C3CCN(Cc4ccc(CO)o4)CC3)c2)c1 | 0% | -3% | 0% | 0% | 1% | -6 | -0.2% | 2% | 3% | -10% | 2%
CN1C[C@@H]2C(c3ccc(C(F)(F)F)cc3)C3(c4ccc(C#N)cc4)CC2(C3)[C@H]1c1ccccc1 (some centres not stated) | 8% | -4% | 0% | 2% | -36%[inhibitor] | 34 | -0.3% | ? | -3% | -5% | 7%
O=C(CCNC(=O)c1ccc([N+](=O)[O-])cc1)Nc1ccc(F)c(F)c1F | 0% | -3% | -6% | 8% | 7% | 3 | -0.5% | 7% | -8% | 2% | 2%
O=C(Cn1nc(C(=O)O)c2ccccc2c1=O)Nc1cc(C(F)(F)F)ccc1-n1cncn1 | 5% | 15% | 8% | -7% | -3% | -2 | -0.5% | 0% | 2% | 1% | 3%
Cc1nn(-c2ccccc2)c2nc(-c3ccco3)cc(C(=O)O)c12 | 0% | 1% | -10% | 7% | 4% | -16 | -0.6% | 0% | -6% | -4% | 2%
CCC(Oc1ccc2ccccc2c1)C(=O)O (configuration not stated) | 17% | -2% | 0% | 7% | 4% | 16 | 0.2% | 14% | -4% | -9% | 0%
O=S(=O)(c1cnc[nH]1)N1CCc2ccccc21 | 5% | 7% | -7% | -2% | 6% | 2 | 0.1% | 3% | ? | -10% | 3%
COc1ccc(NC(=O)CN(C)S(=O)(=O)c2ccc(Cl)cc2)cn1 | -2% | -6% | 6% | nt | 6% | -2 | 0.0% | 5% | 1% | -1% | 0%
COc1cccc(NC(=S)NC(=O)/C=C/c2ccc(F)cc2)c1 | 0% | -4% | -5% | -4% | -12% | -7 | -2.0% | -5% | -9% | 14% | 0%

An excerpt of these results, with two lines to a compound.
Values in the order: Chronic BCR inh | uPA surface inh | Tb PFK block | TCR act | Mito fusion act | TSHR antagonist | B2AR arrestin | ELG1 repair inh | PTAP TSG101 blk | Eya2 phos inh | USP2a inh
O=S(=O)(c1cnc[nH]1)N1CCc2ccccc21
→ 5% | 7% | -7% | -2% | 6% | 2 | 0.1% | 3% | ? | -10% | 3%
COc1ccc(NC(=O)CN(C)S(=O)(=O)c2ccc(Cl)cc2)cn1
→ -2% | -6% | 6% | nt | 6% | -2 | 0.0% | 5% | 1% | -1% | 0%
COc1cccc(NC(=S)NC(=O)/C=C/c2ccc(F)cc2)c1
→ 0% | -4% | -5% | -4% | -12% | -7 | -2.0% | -5% | -9% | 14% | 0%

More records follow.
SMILES | Chronic BCR inh | uPA surface inh | Tb PFK block | TCR act | Mito fusion act | TSHR antagonist | B2AR arrestin | ELG1 repair inh | PTAP TSG101 blk | Eya2 phos inh | USP2a inh
COc1ccc(N2CCN(C(=S)NCc3ccccc3)CC2)cc1 | -4% | 3% | 6% | -9% | -17% | -11 | 0.1% | -14% | -1% | 9% | 7%
CCOC(=O)c1ccc(NC(=O)N2CCN(C3CCCCC3)CC2)cc1 | -6% | nt | 2% | 10% | 2% | 25 | -0.1% | 0% | 1% | 17% | 1%
CCN1C(=O)C(=O)N(Cc2ccc(OC)c(F)c2)C1=O | -10% | 0% | 1% | 3% | 1% | -9 | -0.2% | 2% | -2% | 11% | 1%
COCC(=O)N(Cc1ccco1)c1nnc(C2CCOC2)s1 (configuration not stated) | 20% | 7% | 3% | 1% | -2% | 7 | -0.1% | ? | 1% | 10% | 2%
COc1ccc2cc(-c3cc(C(=O)O)c4ccccc4n3)ccc2c1 | ? | -17% | 3% | 3% | -1% | 54 | -0.3% | ? | -8% | -7% | 1%
O=C(CN1c2cccc3cccc(c23)S1(=O)=O)N1CCCCC1 | -1% | 5% | 5% | -4% | nt | -5 | -0.9% | -2% | -2% | 7% | 1%
